SRC2 inh: inhibits human steroid receptor coactivator 2; 370,000 compounds, 0.17% hits; inhibition, % at 9 µM; AID 651957; HEK293 GAL4-SRC2 luciferase reporter, luminescence; Q15596;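 active = inhibition above the mean inhibition of all tested compounds plus 3 SD, set per campaign, cut at about 52% in these data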;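 also: 0% = DMSO treated cells and 100% = cells given Gossypol at 36 µM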
Vif imaging: inhibitors of HIV Vif | AID 602346 | 340,000 compounds, 0.35% hits | HEK293T cells, Vif self-association by quenched fluorescence, imaging, 24 h | inhibition, % at 7.49 µM; in the data active = inhibition above about 50%, passing the limit was not always enough; also: some results filed as inactive read as strong as hits
NR2F2 inh: blocks human COUP-TFII nuclear receptor | HEK293T NGFI-A luciferase reporter, luminescence | 370,000 compounds, 0.7% hits | inhibition, % at 8.6 µM;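 active = inhibition above a per-plate cutoff, mean inhibition of test wells between control levels plus 3 SD, cut at about 38% in these data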;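 also: cells cotransfected with COUP-TFII expression vector driving the NGFI-A reporter; 0% = median of COUP-TF2 test wells and 100% = reporter-only cells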
Target sequence (P24468 whole entry, looked up): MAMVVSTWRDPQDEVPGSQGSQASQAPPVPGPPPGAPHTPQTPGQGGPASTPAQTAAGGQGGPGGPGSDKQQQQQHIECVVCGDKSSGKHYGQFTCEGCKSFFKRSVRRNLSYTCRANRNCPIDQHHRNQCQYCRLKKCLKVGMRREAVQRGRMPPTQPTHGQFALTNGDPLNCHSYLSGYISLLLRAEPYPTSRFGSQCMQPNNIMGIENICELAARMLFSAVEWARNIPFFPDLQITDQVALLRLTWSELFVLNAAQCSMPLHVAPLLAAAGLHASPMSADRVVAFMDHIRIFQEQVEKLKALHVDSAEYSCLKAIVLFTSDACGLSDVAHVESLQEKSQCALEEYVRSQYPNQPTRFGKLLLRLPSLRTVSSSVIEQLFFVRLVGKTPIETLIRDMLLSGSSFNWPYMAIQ
NR5A2 inv ag: NR5A2 inverse agonism in reporter assay | HEK293T StAR-luciferase reporter, LRH-1 transfected, 24 h | inhibition, % at 3.6 µM | 360,000 compounds, 0.13% hits | O00482;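 active = inhibition above the mean inhibition of all tested compounds plus 3 SD, cut at about 73% in these data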;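 also: 0% = DMSO wells and 100% = reporter-only cells lacking LRH-1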
NCOA3 inh: human NCOA3 inhibition. AID 588352. HEK293 GAL4-SRC3 luciferase reporter, luminescence. inhibition, % at 3.6 µM. 360,000 compounds, 0.17% hits;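 active = inhibition above a per-campaign cutoff, the mean of all compounds plus 3 SD, cut at about 60% in these data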;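 also: 0% = DMSO-treated cells and 100% = gossypol-treated cells at 36 µM; higher means less SRC3-driven luciferase light from the GAL4 reporter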
LMP1 NFkB inh: inhibitors of Epstein-Barr LMP1-induced NF-kappaB reporter; AID 504558; 350,000 compounds, 0.69% hits; LMP1-induced NF-kappaB luciferase reporter cells, luminescence; inhibition, % at 12.5 µM; in the data active = inhibition above about 41%;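 also: 0% = neutral control wells and 100% = reference inhibitor control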
TROY signal inh: blocks TROY-dependent signaling in reporter cells | inhibition, % at 10 µM | Q293 LMP1-TROYcd NF-kB luciferase reporter, 4 h | AID 1347056 | 360,000 compounds, 0.98% hits;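 active = compounds whose plate-normalised and pattern-corrected inhibition of the luciferase reporter signal at the single screening dose is 50% or more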
TLR9-MyD88 inh: blocks human TLR9 binding to MyD88; Q9NR96+Q99836; CHO BLA complementation TLR9-MyD88, CCF4 FRET ratio; inhibition, % at 4.98 µM; 340,000 compounds, 0.21% hits; AID 504734;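 active = inhibition above the mean over all tested compounds plus 3 SD, cut at about 21% in these data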;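 also: 0% = DMSO only wells and 100% = clavulanate BLA inhibitor control wells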
NOD2-RIPK2 inh: NOD2-RIPK2 protein interaction inhibition; O43353; 360,000 compounds, 0.38% hits; inhibition, % at 4.98 µM; CHO BLA complementation NOD2-RIPK2, CCF4 ratio; in the data active = inhibition above about 21%;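 also: 0% = vehicle only and 100% = reference blocker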
Target sequence (O43353 whole entry, looked up): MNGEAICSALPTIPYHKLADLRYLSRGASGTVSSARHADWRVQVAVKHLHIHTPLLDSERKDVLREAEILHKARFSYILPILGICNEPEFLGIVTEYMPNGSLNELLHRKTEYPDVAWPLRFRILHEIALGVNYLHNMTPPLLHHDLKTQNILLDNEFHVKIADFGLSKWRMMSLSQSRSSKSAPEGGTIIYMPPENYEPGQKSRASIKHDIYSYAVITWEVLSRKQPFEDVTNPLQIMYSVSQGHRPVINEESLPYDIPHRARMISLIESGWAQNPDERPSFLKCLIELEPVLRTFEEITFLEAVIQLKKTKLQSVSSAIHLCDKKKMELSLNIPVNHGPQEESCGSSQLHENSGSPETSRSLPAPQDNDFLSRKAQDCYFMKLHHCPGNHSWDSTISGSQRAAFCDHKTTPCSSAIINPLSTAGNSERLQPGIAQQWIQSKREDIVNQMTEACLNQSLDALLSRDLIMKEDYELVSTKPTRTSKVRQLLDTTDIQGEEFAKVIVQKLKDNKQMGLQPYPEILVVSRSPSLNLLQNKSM
SRC1 inh: inhibitors of human steroid receptor coactivator 1 (SRC1); HEK293 GAL4-SRC1 luciferase reporter, luminescence; AID 588354; 360,000 compounds, 0.12% hits; inhibition, % at 3.6 µM; Q15788;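 active = inhibition above the campaign mean plus 3 SD, with each screening campaign given its own cutoff, cut at about 60% in these data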;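 also: 0% = DMSO treated cells and 100% = gossypol at 36 µM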
TRAIL sens C8: caspase-8 TRAIL sensitization | inhibition (viability loss, TRAIL sensitization), % at 10 µM | AID 624354 | 360,000 compounds, 1% hits | NB7+C8 cells + TRAIL, ATPlite viability luminescence;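 active = compounds causing at least 50% loss of cell viability in the single-dose screen, relative to plate controls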
An asterisk follows results filed as active; x = not tested or not shown. Only part of the results is shown; the hit share may differ from the screen's.

SMILES | SRC2 inh | Vif imaging | NR2F2 inh | NR5A2 inv ag | NCOA3 inh | LMP1 NFkB inh | TROY signal inh | TLR9-MyD88 inh | NOD2-RIPK2 inh | SRC1 inh | TRAIL sens C8
Cc1ccc(/C=C/C(=O)Nc2ccncc2)o1 | -16 | -2 | -12 | -43 | -7 | 2 | -6 | 1 | -4 | -22 | 10
COc1ccc(CN2CCNC(=O)C2CC(=O)NCCc2cnccn2)cc1C (centres undefined) | 11 | 4 | 2 | 10 | 17 | -4 | 4 | 7 | 4 | 13 | -3
COc1ccc(/C=C/C(=O)NCCSCc2ccco2)cc1OC | 8 | 8 | 2 | 8 | 13 | 6 | 11 | 12 | 0 | 7 | 1
Cc1c(C)c2c(c(C)c1O)CCC(C)(C(=O)O)O2 (centres undefined) | -17 | -4 | -9 | -18 | -5 | 0 | -5 | 3 | 2 | -24 | 8
CC1C(C#N)=C(N)OC2=C1C(=O)CC(c1ccccc1)C2 (centres undefined) | -8 | 1 | 17 | -16 | 6 | 7 | 12 | 5 | -3 | -10 | 14
COc1ccc(/C=C(\NC(=O)c2ccc(OC)c(OC)c2)C(=O)N2CCN(C)CC2)cc1 | -11 | 6 | -5 | 0 | -8 | -2 | 10 | -5 | -6 | -9 | 9
Cc1ccc(C2(C)NC(=O)N(CC(=O)N3CCN(C(=O)c4cccs4)CC3)C2=O)cc1 (centres undefined) | 13 | 2 | -15 | -27 | -12 | -6 | -4 | 0 | -6 | -16 | -9
COC(=O)c1ccccc1NC(=O)CNC(=O)c1ccc(OC)cc1 | -13 | 0 | 6 | -10 | -2 | -7 | 13 | 6 | -1 | -12 | -3
CCCCCCCCN1C(=O)[C@H](CC(=O)NCc2ccccc2)C[C@@]2(C(=O)OCC)CCC=C12 | 7 | x | -9 | 1 | x | x | x | x | -12 | x | -8
CCC(C)NC(=O)C1(O)c2cc(Br)ccc2NC(=O)N1c1cccc(OC)c1 (centres undefined) | -12 | 10 | -3 | 15 | 3 | 2 | -2 | -110 | -3 | 19 | -25
Cc1c(Cl)cccc1NC(=O)c1ccco1 | -28 | -3 | -9 | -28 | -6 | 1 | -19 | -1 | -2 | -5 | -9
CCCCS(=O)(=O)NC(=O)C1(C)CCN1C(=O)C/C=C/c1ccccc1 (centres undefined) | -71 | 9 | -5 | -15 | -21 | x | -7 | x | 2 | -1 | 1
Cc1cccc(C(=O)NC(C(=O)Nc2cccc(S(=O)(=O)N3CCCC3)c2)C(C)C)c1 (centres undefined) | 9 | 0 | 13 | 2 | -7 | 1 | -4 | -8 | -6 | 3 | 0
O=C(O)c1ccc2c(=O)n3cc(C(=O)c4ccccc4O)cc(Cl)c3nc2c1 | 18 | 2 | -1 | -7 | -1 | -5 | -18 | 1 | -18 | 9 | -6
COc1cc(C(=O)NC(=S)Nc2ccccc2N2CCOCC2)cc(OC)c1OC | -6 | -9 | -5 | 11 | 10 | 0 | -6 | -19 | -4 | -11 | 21
Cc1ccc(S(=O)(=O)NCCC(=O)N2CCN(c3ccccc3)CC2)cc1C | -2 | -9 | 28 | 21 | 33 | 2 | 5 | 0 | -13 | 2 | -7
Cc1c(Cc2ccccc2)c(=O)oc2c(O)c(O)ccc12 | -5 | 5 | -2 | 3 | -5 | 7 | -23 | x | -5 | 3 | 15
CCN(CC)CCn1c(=S)[nH]c2cc(C(=O)NCc3ccccc3Cl)ccc2c1=O | -15 | 6 | -18 | 5 | 1 | -3 | -6 | -7 | -7 | 7 | -12
CS(=O)(=O)N1CCN(c2ccccc2F)CC1 | -29 | 11 | 16 | 0 | 10 | 9 | -8 | -10 | -9 | -7 | 1
Cc1ccc(SC(CC(=O)c2ccc(F)cc2)C(=O)O)cc1 (centres undefined) | 4 | -2 | 5 | 10 | -1 | 3 | 1 | 1 | 4 | 13 | -20
CC(C)N(C(=O)[C@H]1C[C@H](CC(=O)NCc2ccco2)C(=O)N2CCc3c([nH]c4ccc(Cl)cc34)[C@]12C)C(C)C | -25 | x | 17 | -4 | -11 | 0 | 15 | -3 | 13 | 13 | 12
CCOC(=O)C1CCN(C(=O)C2CCN(S(=O)(=O)N3CCC4(CC3)OCCO4)CC2)CC1 | 4 | -6 | 4 | -6 | 18 | -2 | 1 | 4 | -7 | -4 | 15
O=C(CSc1oc(-c2ccc(F)cc2)nc1S(=O)(=O)c1ccc(F)cc1)NCC1CCCO1 (centres undefined) | -20 | 22 | 2 | 3 | 0 | -15 | 0 | -2 | 6 | -22 | -7
CCc1nnc(NC(=O)CSc2nnc(COc3ccc(C#N)cc3)n2-c2ccccc2)s1 | 5 | -5 | -3 | 1 | -6 | 1 | 6 | -4 | -1 | 12 | -2
O=C(NCc1ccccc1)C(C1CC1)n1c(-c2cccs2)nc2ccccc21 (centres undefined) | -17 | x | 12 | 8 | x | x | x | x | -3 | x | 2
(cont.)
SMILES | SRC2 inh | Vif imaging | NR2F2 inh | NR5A2 inv ag | NCOA3 inh | LMP1 NFkB inh | TROY signal inh | TLR9-MyD88 inh | NOD2-RIPK2 inh | SRC1 inh | TRAIL sens C8
CCCc1cc2c(cc1NC(=O)c1ccc(C(C)(C)C)cc1)OCO2 | -11 | -5 | -12 | -4 | -15 | -4 | -53 | -4 | -4 | -9 | 4
C=C(C)C1Cc2c(C)nn(-c3cccc4cccnc34)c2C1 (centres undefined) | 15 | 3 | -4 | 5 | 12 | -7 | 6 | -5 | 3 | 8 | 9
Cc1cccc(C(=O)O/N=C(\N)c2ccc(Br)cc2)c1 | -6 | 0 | -21 | -30 | -35 | -21 | -40 | 7 | -3 | -41 | 35
O=c1oc2ccccc2c(O)c1Sc1ccc(Cl)cc1 | 18 | 4 | 8 | 5 | 17 | 11 | 17 | -4 | -1 | 0 | 4
COc1ccc([C@H]2C[C@@H](n3cc(C4CC4)nn3)[C@H](O)CN2CC2CCCCC2)cc1 | -10 | -2 | -9 | -13 | 1 | 4 | -13 | -12 | -11 | -2 | 14
Cc1ccc(Cn2ccnc2C(=O)Nc2ccccc2)cc1 | -19 | 19 | -43 | -70 | -33 | -30 | -92 | -1 | 6 | -58 | 1
CCCCOC(=O)C1=C(C)NC(=O)NC1c1cccc([N+](=O)[O-])c1 (centres undefined) | 5 | 5 | 11 | -3 | 0 | 15 | 13 | -8 | 2 | 6 | 1
COc1ccc(-c2[nH]ncc2CN2CCCC(C(=O)c3ccc(OC)cc3OC)C2)cc1 (centres undefined) | -19 | 3 | 16 | -1 | 12 | 7 | 23 | 1 | -14 | 5 | -5
CSC1=N/C(=C\c2ccc(C)cc2)C(=O)S1 | -18 | 11 | 3 | 8 | 1 | 9 | 0 | 5 | -1 | -1 | 13
CC1(C)Cc2c(C#N)c(N)sc(=S)c2CO1 | 15 | x | -1 | -2 | -22 | -10 | -2 | -3 | -3 | 18 | 0
CC(=O)N/N=C/c1cc([N+](=O)[O-])ccc1OCCOc1ccccc1 | -19 | 5 | 2 | 11 | 1 | -2 | 5 | 4 | -8 | -23 | 0
COc1ccc([C@H]2C[C@H](n3cc(-c4ccc(F)cc4)nn3)[C@@H](O)CN2C(=O)C2CCCCC2)cc1 | 9 | 0 | 2 | -10 | -22 | -3 | -9 | 1 | 4 | -8 | 26
COc1ccc(O)c(C=NCC(C)N=Cc2cc(OC)ccc2O)c1 (centres undefined) | 0 | 46 | 2 | -1 | 12 | -3 | 13 | 1 | 2 | -5 | -6
N#CC(=C(O)CN1CCN(c2ccccc2F)CC1)c1nc(-c2ccc(Cl)cc2)cs1 | 21 | -18 | 6 | -7 | -21 | -1 | 43 | -3 | -2 | -15 | 7
CCn1c(=O)c(C(=O)NCc2ccccn2)c(O)c2ccccc21 | -7 | -1 | -10 | -15 | -15 | -8 | 2 | 0 | -11 | -6 | 13
CC1CCCCC1NC(=O)CCCN1C(=O)c2ccccc2C1=O (centres undefined) | 11 | 10 | -7 | -2 | 16 | 3 | 12 | 5 | -5 | 2 | -3
COc1ccc(C(C)=O)cc1COC(=O)CNC(=O)C1CCCCC1 | 11 | -1 | -15 | 22 | 20 | 10 | 4 | -22 | -2 | 13 | 0
CCC(=O)Nc1nc2c(OC)ccc(C)c2s1 | 4 | -6 | 4 | 24 | 0 | -3 | 0 | 1 | -5 | 1 | -1
Nc1ccc(C2(c3ccc(N)cc3)c3ccccc3C(=O)c3ccccc32)cc1 | -13 | 9 | 0 | 0 | 7 | 0 | 23 | 9 | 5 | 14 | -7
O=C(Nc1ccc2c(c1)CCC2)c1ccc(Cl)nc1 | -49 | -6 | -31 | -99 | -91 | -44 | -47 | -7 | -2 | -72 | 11
Cc1ccc(S(=O)(=O)NC(C)C(c2cccs2)N2CCN(c3ccccc3)CC2)cc1 (centres undefined) | 4 | 12 | 13 | 5 | -17 | 4 | 17 | -5 | -17 | -12 | -17
CC(=O)OC1COC(n2c(O)c(N=NC(N)=S)c3ccccc32)C(OC(C)=O)C1OC(C)=O (centres undefined) | -23 | -7 | 17 | 5 | 7 | -7 | 25 | -3 | 0 | 6 | -1
NC(=O)NC(CC(=O)NCc1ccc2c(c1)OCO2)c1ccccc1Cl (centres undefined) | 0 | -7 | 16 | 23 | 7 | -8 | 5 | 2 | 6 | -1 | -3
NS(=O)(=O)c1ccc(NC(=O)CSc2nnc(-c3cnccn3)n2-c2ccccc2)cc1 | 1 | -2 | -2 | -2 | -5 | -8 | 5 | 1 | -8 | -12 | 8
COC(=O)CNC(=O)C1CCN(c2nc(C)cc(C)n2)CC1 | -4 | 12 | -2 | -9 | -26 | -9 | 16 | 2 | -3 | -19 | 2
Later entries
SMILES | SRC2 inh | Vif imaging | NR2F2 inh | NR5A2 inv ag | NCOA3 inh | LMP1 NFkB inh | TROY signal inh | TLR9-MyD88 inh | NOD2-RIPK2 inh | SRC1 inh | TRAIL sens C8
O=C(Nc1nc2ccccc2[nH]1)c1ccccc1 | -7 | -1 | -20 | -139 | -49 | 6 | 40 | 10 | 0 | -140 | 84*
CC(C)OC(=O)CSc1nnc(-c2ccc(Cl)cc2Cl)o1 | 6 | -14 | 2 | 0 | -1 | -3 | 0 | -6 | 1 | -9 | -12
CC(C)NC(=O)N(C)C[C@H]1Oc2c(NS(=O)(=O)c3ccccc3)cccc2C(=O)N([C@H](C)CO)C[C@@H]1C | 8 | -2 | -8 | -8 | -11 | 8 | -17 | -2 | -5 | -18 | 1
S=C(Nc1ccccc1Cl)N1CCN(Cc2ccccc2)CC1 | -27 | 0 | -11 | 12 | 1 | 0 | -8 | 1 | -3 | 3 | -14
COc1ccc(CNC(=O)Nc2cccc(C(F)(F)F)c2)cc1OC | -4 | -23 | 12 | -10 | 11 | 7 | 25 | -5 | 8 | 2 | 23
Cc1cc(NS(=O)(=O)c2ccc(NC(=O)COc3ccccc3[N+](=O)[O-])cc2)no1 | 6 | 7 | -8 | -12 | -3 | 4 | 0 | 2 | -1 | -10 | 1
CCN(CC)S(=O)(=O)c1ccc(N2CCOCC2)c(NC(=O)C2CCCC2)c1 | 3 | 3 | 2 | 12 | 12 | -4 | 1 | -8 | 0 | -3 | -7
CCCSc1nc(N)nc(-c2cccs2)c1C#N | -49 | -4 | -6 | -25 | 1 | -3 | -65 | 1 | 1 | -22 | 11
Cc1ccc(CNC(=O)CSc2nnc(CNC(=O)c3ccccc3)o2)cc1 | -3 | -6 | 4 | 22 | 22 | -3 | -2 | -6 | -1 | -5 | -15
